# Source: PubChem BioAssay (National Center for Advancing Translational Sciences (NCATS))
# aSyn yeast inh: qHTS of alpha-syn Inhibitors | 370,000 tested, 0.14% active | Potency, µM (top dose mostly 46.1 µM), without a hit: at the highest dose growth rescue (activation), most hits filed as activators | Yeast expressing alpha-synuclein, growth rescue, BacTiter-Glo, 24 h; note: potency is the fitted concentration of half-maximal effect; % of control where 0% means no effect; nearly all actives have a fitted effect of over 65% in size
#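 Readout is rescue of growth in alpha-synuclein-expressing yeast, so inhibitors of toxicity appear as activators. Growth after 24 hr at 30 deg C in galactose medium is quantified by luminescence.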
# D3 antag: qHTS of D3 Dopamine Receptor Antagonist: qHTS; D3R cells, DiscoveRx beta-arrestin luminescence, antagonist mode; hits give low values; max response, negative = inhibition, %; 360,000 tested, 2.5% active; AID 652054, 2013; in the data active = max response below about -50%; inconclusive = no clear call, values can overlap the other calls; note: % is set by controls: 0 for no effect and ±100 for the full control effect; mostly tested at two doses, the higher about 12 µM
#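 Cells plated overnight at 1500 cells/well, then exposed to library compounds with dopamine controls for 90 minutes at 37 degrees C. DiscoveRx reagent added for 30–60 minutes at room temperature; luminescence read, quantitative HTS format.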
# EPAC2 ag: qHTS for Agonist of cAMP-regulated guanine nucleotide exchange factor 4 (EPAC2): primary screen. Rap guanine nucleotide exchange factor 4 (Homo sapiens), Q8WZA2. EPAC2 activation, biochemical qHTS; response scale: 100% = 6.5 mM cAMP response. 360,000 tested, 0.079% active. Potency, µM (highest dose often 154 µM), for inactives: at the highest dose activation, usual class: activators; note: potency is the fitted concentration of half-maximal effect; nearly all actives have a fitted effect of over 50% in size
# Target sequence (Q8WZA2 whole entry, looked up): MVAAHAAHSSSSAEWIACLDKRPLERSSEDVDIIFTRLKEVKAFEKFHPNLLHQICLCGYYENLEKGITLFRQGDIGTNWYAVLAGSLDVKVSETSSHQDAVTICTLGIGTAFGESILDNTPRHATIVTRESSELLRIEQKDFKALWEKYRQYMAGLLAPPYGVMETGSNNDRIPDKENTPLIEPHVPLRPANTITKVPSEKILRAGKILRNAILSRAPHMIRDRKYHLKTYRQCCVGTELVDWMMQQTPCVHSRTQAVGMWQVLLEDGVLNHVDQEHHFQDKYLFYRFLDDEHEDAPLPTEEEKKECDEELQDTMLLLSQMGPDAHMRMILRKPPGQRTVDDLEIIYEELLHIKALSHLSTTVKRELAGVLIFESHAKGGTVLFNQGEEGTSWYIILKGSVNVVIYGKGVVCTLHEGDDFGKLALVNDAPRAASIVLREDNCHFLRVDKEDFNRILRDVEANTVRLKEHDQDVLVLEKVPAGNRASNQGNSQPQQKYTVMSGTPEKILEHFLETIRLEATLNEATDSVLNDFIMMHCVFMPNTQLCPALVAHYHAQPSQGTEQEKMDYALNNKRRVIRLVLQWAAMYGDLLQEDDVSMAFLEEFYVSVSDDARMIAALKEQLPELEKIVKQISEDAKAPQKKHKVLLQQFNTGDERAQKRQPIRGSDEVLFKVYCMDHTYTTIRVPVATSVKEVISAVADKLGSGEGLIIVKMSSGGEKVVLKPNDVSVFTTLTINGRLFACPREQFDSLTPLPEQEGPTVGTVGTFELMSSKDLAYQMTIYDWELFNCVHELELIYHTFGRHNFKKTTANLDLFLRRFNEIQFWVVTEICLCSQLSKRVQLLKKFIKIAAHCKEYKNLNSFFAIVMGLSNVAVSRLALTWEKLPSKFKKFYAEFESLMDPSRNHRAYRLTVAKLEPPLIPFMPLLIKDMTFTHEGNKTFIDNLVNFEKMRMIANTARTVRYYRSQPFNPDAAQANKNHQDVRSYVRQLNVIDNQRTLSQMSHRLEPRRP
#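 In this primary screen, activation is scored as increased exchange of BODIPY-GDP from Rap1B by 100 nM EPAC2, with 50 uM GDP as competitor. Signal is normalized to the 6.5 mM cAMP agonist control.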
# EPAC2 antag: qHTS for Antagonist of cAMP-regulated guanine nucleotide exchange factor 2 (EPAC2): primary screen; 360,000 tested, 0.18% active; Rap guanine nucleotide exchange factor 4 (Homo sapiens), Q8WZA2; AID 720708, 2013; Potency, µM (doses to about 114 µM), for the others: at the top dose activity, negative = inhibition, actives largely listed as inhibitors; EPAC2 GEF exchange of Rap1B-BODIPY-GDP, fluorescence; note: potency is the fitted concentration of half-maximal effect; % is set by controls: 0 for no effect and ±100 for the full control effect; nearly all actives have a fitted effect of over 45% in size; many of its hits are not listed in these tables
# Abeta yeast res: qHTS for compounds that reverse cellular toxicity of Amyloid beta (A-beta) peptide in yeast: Primary Screen | 410,000 tested, 0.063% active | Potency, µM (top dose mostly 46.1 µM), inactives show at the highest dose growth rescue, actives largely listed as activators | yeast expressing A-beta42, growth rescue, OD600, 48 h; response scale: 0% DMSO, 100% iron-clioquinol control; note: potency is the fitted concentration of half-maximal effect; nearly all actives have a fitted effect of over 55% in size
#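 Yeast growth medium received pinned compounds, then yeast cells expressing toxic A-beta were added; plates incubated at 30 C for 48 hr. Growth read as absorbance at 600 nm, normalized to DMSO and equimolar FeCl3 plus clioquinol controls.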
# TDP43 rescue: qHTS of TDP-43 Inhibitors; AID 652104, 2013; 410,000 tested, 1.8% active; TDP-43 expressing yeast growth rescue, BacTiter-Glo, 24 h; Potency, µM (highest dose often 46.1 µM), for the others: at the highest dose growth rescue (activation), actives largely listed as activators; note: potency is the fitted concentration of half-maximal effect; % of control where 0% means no effect; nearly all actives have a fitted effect of over 50% in size
#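 Galactose-induced TDP-43 yeast, OD600=0.02, compound pinned; 24 hr, 30 deg C; BacTiter-Glo luminescence for growth. Inhibitors of TDP-43 toxicity read as activators.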
# D3 ag: qHTS of D3 Dopamine Receptor Agonist: qHTS | D(3) dopamine receptor (Homo sapiens), P35462 | D3R DiscoveRx beta-arrestin cells, luminescence, 90 min | max activation, % | 410,000 tested, 0.58% active | AID 652048, 2013; in the data active = max activation above about 30%; note: 0% is about no effect; mostly tested at two doses, the higher about 12 µM
#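 Agonist mode: compounds and dopamine controls were applied to plated cells for 90 min at 37 degrees C after an overnight attachment at 1500 cells/well. Luminescent read-out followed 30 - 60 minutes at room temperature with DiscoveRx detection reagent.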
# FUS yeast rescue: qHTS for Suppressors of FUS Proteinopathy: Primary screen using FUS-linked yeast assay. AID 1347120, 2019. Potency, µM (highest dose often 76.6 µM), without a hit: at the top dose growth rescue (activation), most hits filed as activators. 390,000 tested, 0.24% active. S. cerevisiae FUS-expressing, growth rescue, OD600, 24 h;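 note: potency is the fitted concentration of half-maximal effect; plate controls were DMSO vehicle for no effect and reference control for full effect; nearly all actives have a fitted effect of over 55% in size; some results filed as inactive show a strong effect at the top dose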
#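 Cultures pregrown in 2.5% raffinose medium are shifted to minimal medium containing 2% galactose to express toxic FUS. Compounds are tested at several concentrations. After 24hr at 30C, growth is quantified at 600 nm absorbance.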
# * hit, by the source's call; ? = inconclusive; nt = not tested or not shown; & = joins results of further samples; [ ] = another dose, or the depositor's remark. Unless noted, calls come from the whole dose curve; as a rule, active = well fitted curve in the direction sought with a large enough effect; inconclusive = small, poorly fitted or top-dose-only effect, or another doubt; inactive = no such curve, though single readings can be large; an effect the other way counts as inactive or inconclusive. These rows are one share of the data; the hit share may differ from the screen's.
# Fields – aSyn yeast inh, D3 antag, EPAC2 ag, EPAC2 antag, Abeta yeast res, TDP43 rescue, D3 ag, FUS yeast rescue
- Cc1ccc2oc(C(=O)Nc3nnc(C)s3)c(C)c2c1
    0%, 4, 3%, 4%, -18%, 6%, 1, 9%
- Cc1cc(Nc2cccc(Cl)c2)nc2ccc(NC(=O)Cc3cccc(C(F)(F)F)c3)cc12
    nt, nt, nt, nt, 11%, 16µM*, 4, ?
- O=C(c1ccc(CSc2ccccc2)cc1)N1CCCCCC1
    15%, ?, 7%, -10%, 2%, 5%, -9, nt
- O=C(Cn1c(=O)n(CCc2c[nH]c3ccccc23)c(=O)c2cccnc21)Nc1ccccc1F
    1%, 35, 6%, 0%, 9%, 0%, 3, ?
- O=C1Nc2cc(C(=O)N3CCOCC3)ccc2SC1N1CCOCC1 (stereo not given)
    7%, -5, -8%, 22%, -7%, 9%, 7, -9%
- CCOc1cc(CNn2cnnc2)cc(Br)c1OCC(=O)NC(C)(C)C
    8%, 5, 0%, 1%, 5%, 10%, 0, -1%
- CC(=O)c1sc(NC(=O)CCN2C(=O)C3CC=CCC3C2=O)nc1-c1ccccc1 (stereo not given)
    2%, 1, 5%, -9%, -6%, 17%, 7, 21%
- COc1ccc(Cc2nnc(SCC(=O)NCC3CCCO3)o2)cc1 (stereo not given)
    2%, 15, 4%, -5%, 1%, -6%, -3, -3%
- Cc1ccc2c([N+](=O)[O-])cccc2n1
    7%, -9, 11%, -2%, 7%, 6%, -3, nt
- COc1ccccc1CCNC(=O)c1cnn2c(C(F)F)cc(C)nc12
    1%, -15, 11%, 8%, 2%, 33%, 0, -4%
- CC(C)(C)c1ccc(C(=O)NC2(C(F)(F)F)NC(=O)N(CCc3ccccc3)C2=O)cc1 (stereo not given)
    nt, nt, nt, nt, -14%, 9%, -9, 9%
- O=C(OCC(=O)N1CCN(c2ccccc2)CC1)c1ccc2ccccc2n1
    3%, -14, 13%, -1%, 2%, -2%, 10, 38%
- O=C(CN(C(=O)C1CSC(=O)C1)c1ccc(F)cc1)NCc1ccc2c(c1)OCO2 (stereo not given)
    -3%, 4, 7%, 0%, 5%, 8%, -15, 17%
- [N-]=[N+]=CC(=O)c1ccnc(C(=O)C=[N+]=[N-])c1
    6%, 0, -3%, 5%, -6%, 16%, 0, -13%
- Nc1[nH]c(C(=O)c2ccccc2)c(-c2ccccc2C(F)(F)F)c1C(=O)NCc1ccc(F)cc1
    -6%, 38, -4%, 8%, 1%, 25%, 14, -7%

# 6 compounds from above, ordered by length of the SMILES, ascending:
# Fields – aSyn yeast inh, D3 antag, EPAC2 ag, EPAC2 antag, Abeta yeast res, TDP43 rescue, D3 ag, FUS yeast rescue
- Cc1ccc2c([N+](=O)[O-])cccc2n1
    7%, -9, 11%, -2%, 7%, 6%, -3, nt
- Cc1ccc2oc(C(=O)Nc3nnc(C)s3)c(C)c2c1
    0%, 4, 3%, 4%, -18%, 6%, 1, 9%
- O=C1Nc2cc(C(=O)N3CCOCC3)ccc2SC1N1CCOCC1 (stereo not given)
    7%, -5, -8%, 22%, -7%, 9%, 7, -9%
- COc1ccccc1CCNC(=O)c1cnn2c(C(F)F)cc(C)nc12
    1%, -15, 11%, 8%, 2%, 33%, 0, -4%
- O=C(OCC(=O)N1CCN(c2ccccc2)CC1)c1ccc2ccccc2n1
    3%, -14, 13%, -1%, 2%, -2%, 10, 38%
- O=C(CN(C(=O)C1CSC(=O)C1)c1ccc(F)cc1)NCc1ccc2c(c1)OCO2 (stereo not given)
    -3%, 4, 7%, 0%, 5%, 8%, -15, 17%

# The list goes on.
# Fields – aSyn yeast inh, D3 antag, EPAC2 ag, EPAC2 antag, Abeta yeast res, TDP43 rescue, D3 ag, FUS yeast rescue
- COc1cc(/C=N/NC2=NC(C)(C)Cc3ccccc32)cc(OC)c1OC
    0%, -7, ?, -16%, -16%, -16%, -5, 15%
- OC(Cn1ccnc1)c1ccc(Cl)cc1Cl (stereo not given)
    2%, 7, 11%, -1%, 8%, 3%, 6, -14%
- CCNC(=O)CSc1nc2ccccc2c(=O)n1-c1cc(OC)ccc1OC
    -9%, ?, 8%, -28%, -5%, -15%, -2, 23%
- CC(=Nc1ccccc1)C1=C(O)C(Cc2cccc(F)c2)NC1=O (stereo not given)
    -3%, -15, 14%, -2%, 0%, 9%, -8, -15%
- O=C1CC(N2CCN(c3cccc(C(F)(F)F)c3)CC2)C(=O)N1c1ccc(F)cc1 (stereo not given)
    9%, 9, -12%, -5%, 17%, 3%, -3, 19%
- COc1ccc(Cl)cc1NC(=O)COC(=O)CC(C)(C)CC1=NS(=O)(=O)c2ccccc2N1
    nt, nt, nt, nt, -3%, 16%, 1, ?
- Cc1ccccc1OCCCCn1c(-c2ccc(Cl)cc2)nc2ccccc2c1=O
    nt, nt, nt, nt, -11%, 18%, -1, -11%
- Cc1cccc(C(=O)c2ccccc2C(=O)O)c1
    13%, -3, 6%, 5%, 7%, 9%, -20, -5%
- Cc1ccc(/C=C/C(=O)c2ccccc(=O)c2O)cc1C
    8%, -4, 15%, -19%, -41%[inhibitor], -17%, -4, 48%
- CCOC(=O)c1c(NC(=O)CN2C(=O)C(=O)N(C(C)C)C2=O)sc(C)c1CC
    7%, 5, -10%, -14%, -6%, 9%, 0, 30%
- Cn1nccc1NC(=O)CSCC(=O)O
    4%, 7, -2%, -4%, 7%, 2%, 7, -9%
- CSCCC(C(=O)NC(C)(C)C)n1c(-c2ccc(C)cc2)nc2ccccc21 (stereo not given)
    3%, -2, 0%, -25%, 4%, 16%, 5, 21%
- O=C(N[C@@H](Cc1ccccc1)C(=O)O)c1ccncc1
    -4%, -15, 5%, 0%, -17%, 7%, 8, 2%
- O=C(N/N=C/c1ccsc1)c1cc(O)cc(O)c1
    2%, -5, 4%, 9%, 15%[9.22 µM], 6%, 1, -20%
- CCC(Sc1nc(C)cc(=O)[nH]1)C(=O)Nc1nc2c(s1)CCCC2 (stereo not given)
    4%, 18, 3%, 4%, 5%, 25%, 3, 16%

# Carrying on:
# Fields – aSyn yeast inh, D3 antag, EPAC2 ag, EPAC2 antag, Abeta yeast res, TDP43 rescue, D3 ag, FUS yeast rescue
- O=C(Nc1ccccc1Cl)c1cc(C2CCCCN2C(=O)C2CCCCC2)on1 (stereo not given)
    -4%, -20, 16%, -8%, -12%, 1%, -11, 39%
- O=C(N/N=C/c1cc(Cl)cc([N+](=O)[O-])c1O)C(O)(c1ccccc1)c1ccccc1
    12%, -89*, -13%, -5%, -67%[inhibitor], ?, -17, 6%
- CCOC(=O)C1CCN(S(=O)(=O)c2ccc(C)c(C)c2)CC1
    -1%, -23, 2%, 1%, -5%, -14%, -13, 4%
- CCc1ccc(NC(=O)NC(C)c2ccc3c(c2)OCO3)cc1 (stereo not given)
    -12%, 2, 7%, 9%, 3%, -14%, -3, 7%
- O=C(CCn1c(=O)c2cccn2c2ccc(F)cc21)NCCc1ccc(Cl)cc1
    nt, nt, nt, nt, -21%, -12%, -28, -3%
- OCCCNc1ncnc2c1ncn2[C@H]1CN(Cc2cccs2)C[C@@H](CO)O1
    -9%, 0, 8%, -2%, 24%, 9%, -6, -16%
- Cc1cc(NC(=O)CCC(=O)N(c2ccccc2)C(C(=O)NC2CCCC2)c2ccccc2)no1 (stereo not given)
    -12%, -12, -2%, 12%, -5%[9.22 µM], -10%, -2, -4%
- COc1cc(NC(=O)c2sc3ncn(CC(=O)N4CCC(C)CC4)c(=O)c3c2C)cc(OC)c1OC
    4%, 28, -5%, 3%, 11%, -12%, 23, 4%
- COc1ccc(C(=O)Nc2cnc3ccccn3c2=O)cc1
    -11%, 16, 4%, 2%, 12%&-15%, 19%&19%, 4&-6, -6%&19%
- O=C1Nc2ccc(S(=O)(=O)N3CCCC3)c3ccc(S(=O)(=O)N4CCCC4)c1c23
    -10%, -23, -3%, 12%, 10%, 5%, 8, 13%
- COc1ccc(N2CC(O)=C(c3nc(C)cs3)C2=N)cc1
    -1%, -17, -1%, 0%, 2%, 10%, -4, 2%
- CCNC(=O)C1(C)CCN1CCC(=O)c1ccc(C)cc1 (stereo not given)
    -3%, 1, 0%, 11%, -4%, 8%, 1, -14%
- CCCOC(=O)CSc1ncnc2sc3c(c12)CCC(C)C3 (stereo not given)
    9%, nt, nt, nt, -5%, 19%, -4, -24%
- CC1(C)CC(=O)C2=C(C1)OC(=O)C2(NC(=O)c1cccs1)C(F)(F)F (stereo not given)
    -4%, -4, 6%, 3%, -3%, 2%, -1, 3%
- CCOc1cc(NC(=S)NCCCN2CCOCC2)c(OCC)cc1NC(=O)c1ccccc1C
    -2%, 0, 11%, 5%, 5%, 17%, 1, 4%

# Continuation:
# Fields – aSyn yeast inh, D3 antag, EPAC2 ag, EPAC2 antag, Abeta yeast res, TDP43 rescue, D3 ag, FUS yeast rescue
- CCOC(=O)c1ccc(NC(=O)c2nc[nH]c2C(=O)NCCNC(=O)c2[nH]cnc2C(=O)Nc2ccc(C(=O)OCC)cc2)cc1
    -10%, 10, -7%, -2%, 1%, 24%, 29, -5%
- CCOc1ccc2nc(SCC(=O)Nc3cc(C)on3)c(C)cc2c1
    0%, -13, 2%, 4%, -11%, -6%, 2, -15%
- COc1ccccc1CN(Cc1cc2c(C)ccc(C)c2[nH]c1=O)Cc1nnnn1Cc1ccco1
    8%, -5, 4%, -8%, -2%, -8%, -2, 14%
- COCc1[nH][nH]c(=O)c1C=Nc1ccc(Oc2ccccc2)cc1
    3%, 11, -1%, 4%, -9%, -1%, 4, 16%
- CCN(CC)CC(O)CNc1ccnc2c(Cl)ccc(Cl)c12 (stereo not given)
    -6%, 0, 10%, 4%, -5%, -17%, -12, -1%
- CC(=O)c1ccc(S(=O)(=O)N2CCN(C(=O)CSc3ccc(C)c(C)c3)CC2)cc1
    3%, 1, 5%, -6%, 2%, ?, -13, 22%
- Cc1nc(SCC(=O)NC(C)(C)C)c2c(-c3cccs3)csc2n1
    2%, -4, 1%, -21%, -23%, 9%, 4, 23%
